GAA glycogen mod – qHTS Assay for Inhibitors and Activators of Human alpha-Glucosidase Cleavage of Glycogen; recombinant GAA, glycogen substrate, Amplex Red glucose oxidase fluorescence; Lysosomal alpha-glucosidase (Homo sapiens), P10253; AID 2100, 2009; 300,000 tested, 0.38% active; Potency, µM (series often up to 76.4 µM), inactives show at the highest dose activity change, negative = inhibition, hits mostly inhibitors;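 note: 0% = full enzyme reaction and -100% = no-enzyme basal signal; the screen sought inhibitors and activators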
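Recombinant human enzyme (4 nM); glycogen substrate; 37 C, 40 min, pH 5.0. Readout: coupled glucose oxidase/Amplex Red fluorescence.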
GLA spleen mod – qHTS Assay for Inhibitors and Activators of Human alpha-Galactosidase From Spleen Homogenate; Alpha-galactosidase A (Homo sapiens), P06280; human spleen homogenate, 4MU-alpha-Gal fluorescence, 40 min; Potency, µM (doses to about 80 µM), for inactives: top-dose activity change, negative = inhibition, hits mostly inhibitors; 240,000 tested, 0.008% active; AID 2107, 2009;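 note: 0% = enzyme with vehicle and -100% = no enzyme basal signal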
Target sequence (P06280 32-429 limits assumed): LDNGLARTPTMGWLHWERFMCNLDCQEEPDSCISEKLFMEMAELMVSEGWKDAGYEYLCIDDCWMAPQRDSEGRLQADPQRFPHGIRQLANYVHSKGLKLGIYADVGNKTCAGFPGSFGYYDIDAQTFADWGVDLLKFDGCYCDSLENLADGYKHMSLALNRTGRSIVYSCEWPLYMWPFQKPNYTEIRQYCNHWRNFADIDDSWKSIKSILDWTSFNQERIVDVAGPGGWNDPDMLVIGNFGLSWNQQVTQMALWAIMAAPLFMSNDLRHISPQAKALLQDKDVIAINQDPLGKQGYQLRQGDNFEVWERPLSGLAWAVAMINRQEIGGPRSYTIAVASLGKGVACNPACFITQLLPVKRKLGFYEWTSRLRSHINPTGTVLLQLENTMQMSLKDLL
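Human spleen homogenate (1 ug) as enzyme source, 4-methylumbelliferyl-alpha-D-galactopyranoside 1 mM final, citrate/phosphate pH 5.0 with 0.01% Tween-20. Compounds 40 min at 37C, NaOH/glycine stop; fluorescence Ex 365/Em 440, Hill-fit AC50.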
Tau fluor counter – Counterscreen qHTS for Inhibitors of Tau Fibril Formation, Fluorescence Polarization. AID 1463, 2008. tau K18 P301L Alexa594 fluorescence, heparin fibrillization. 280,000 tested, 0.93% active. Potency, µM (doses to about 57.7 µM), for inactives: top-dose activity change, negative = decrease; note: % is set by controls: 0 for no effect and ±100 for the full control effect; nearly all actives have a fitted effect of over 55% in size
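Human K18 P301L tau (15 uM unlabeled plus 0.24 uM Alexa 594-labeled, final) in 100 mM sodium acetate pH 7 was mixed with compound and 20 uM heparin and incubated 6 hr at 37 C.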
Tau FP inhib – qHTS for Inhibitors of Tau Fibril Formation, Fluorescence Polarization; Microtubule-associated protein tau (Homo sapiens), P10636; K18 P301L tau heparin fibrillization, Alexa594 FP, 6 h; Potency, µM (doses to about 57.7 µM), without a hit: top-dose activity, negative = inhibition, hits mostly inhibitors; 280,000 tested, 0.39% active; note: % is set by controls: 0 for no effect and ±100 for the full control effect; nearly all actives have a fitted effect of over 55% in size
Target sequence (P10636 561-689 P618L limits assumed): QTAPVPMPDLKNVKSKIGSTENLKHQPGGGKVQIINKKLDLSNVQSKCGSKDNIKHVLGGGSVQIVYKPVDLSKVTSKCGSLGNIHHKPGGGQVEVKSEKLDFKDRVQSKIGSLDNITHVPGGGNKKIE
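Read-out: fluorescence polarization of Alexa 594-labeled tau (0.24 uM), 555 nm excitation, 632 nm emission. Mixtures held 15 uM unlabeled K18 P301L, compound and 20 uM heparin, pH 7 acetate buffer, incubated 6 hr at 37 C.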
Tau fibril ThT – qHTS for Inhibitors of Tau Fibril Formation, Thioflavin T Binding | Microtubule-associated protein tau (Homo sapiens), P10636 | recombinant tau K18 P301L, heparin-induced fibrillization, ThT fluorescence | Potency, µM (doses to about 57.4 µM), without a hit: top-dose activity, negative = inhibition, usual class: inhibitors | 270,000 tested, 2.1% active; note: % is set by controls: 0 for no effect and ±100 for the full control effect; nearly all actives have a fitted effect of over 55% in size
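Using a mix of unlabeled (15 uM) and Alexa 594-labeled (0.24 uM) tau K18 P301L, heparin-triggered fibrillization over 6 hr at 37 C was scored by ThT fluorescence.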
aGlu spleen mod – qHTS Assay for Inhibitors and Activators of Human alpha-Glucosidase From Spleen Homogenate; Lysosomal alpha-glucosidase (Homo sapiens), P10253; human spleen homogenate, 4-MU-alpha-glucoside fluorescence; Potency, µM (series often up to 79.9 µM), without a hit: at the highest dose activity change, negative = inhibition, hits mostly inhibitors; 240,000 tested, 0.006% active; AID 2112, 2009;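 note: 0% = enzyme with vehicle and -100% = no enzyme basal signal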
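Human spleen homogenate (1 ug) incubated with compounds and 1 mM 4-methylumbelliferyl-alpha-D-glucopyranoside in pH 5.0 citrate/phosphate buffer, 37 C, 40 min. Stopped at pH 10; 4-MU fluorescence (Ex 365/Em 440 nm); AC50 by Hill fit.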
GAA inh – qHTS Assay for Inhibitors of Human alpha-Glucosidase as a Potential Chaperone Treatment of Pompe Disease; Lysosomal alpha-glucosidase (Homo sapiens), P10253; purified human GAA, 4-MU-alpha-glucoside fluorescence; Potency, µM (doses to about 76.9 µM), for the others: at the highest dose activity change, negative = inhibition, actives largely listed as inhibitors; 200,000 tested, 0.005% active; AID 1466, 2008;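 note: plate controls were uninhibited enzyme wells for no effect and no-enzyme background for full effect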
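Read-out is 4-methylumbelliferone fluorescence (Ex 365/Em 440 nm) after NaOH/glycine stop at pH 10. Enzyme 4 nM, substrate 400 uM, pH 5.0 citrate buffer, 20 min room temperature; AC50 from Hill-equation concentration-response.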
HTT cytoprotect – qHTS Multiplex Assay to Identify Dual Action Probes in a Cell Model of Huntington: Cytoprotection (ATP). Potency, µM (doses to about 56.4 µM), without a hit: cytoprotection (ATP increase), most hits filed as activators. PC12 HTT-Q103 induced, cytoprotection, ATP luminescence, 40 h. 230,000 tested, 0.14% active;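 note: % of control where 0% means no effect; nearly all actives have a fitted effect of over 45% in size; toxic huntingtin expression switched on by the ecdysone agonist tebufenozide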
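Readout: ATPlite luminescence (ATP level). Model: stable PC12, inducible Htt exon1 Q103-GFP. Inducer: tebufenozide, 100 nM final. Compounds: dose series. No G418 in medium.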
* marks the source's active call; other numbers are inactive results; ? = inconclusive; · = no result given; [ ] = remark or other dose. Calls come from the whole dose curve; as a rule, active = well fitted curve in the direction sought with a large enough effect; inconclusive = small, poorly fitted or top-dose-only effect, or another doubt; inactive = no such curve, though single readings can be large; an effect the other way counts as inactive or inconclusive. Potency is the fitted concentration of half-maximal effect.

SMILES	GAA glycogen mod	GLA spleen mod	Tau fluor counter	Tau FP inhib	Tau fibril ThT	aGlu spleen mod	GAA inh	HTT cytoprotect
CCOC(=O)/C(=C/c1ccc(OC(=O)c2ccncc2)cc1)C(C)=O	-14%	-4%	9%	11%	?	-6%	-1%	-3%
O=c1cc(N2CCCCCC2)[nH]c(=O)n1-c1ccccc1Cl	-4%	-9%	2%	3%	2%	-1%	1%	2%
CCOC(=O)Cn1c(=O)oc2cc(S(=O)(=O)N3CCN(c4ccccc4OC)CC3)ccc21	0%[76.3 µM]	·	-10%	14%	7%	·	·	·
Cc1ccc(CNS(=O)(=O)c2ccc3c(c2)CC(C)N3C(=O)C2CCC2)cc1 (configuration not stated)	-10%[76.3 µM]	·	1%	-6%	4%	·	·	·
CCn1c(/C=C/c2ccccc2[N+](=O)[O-])nc2ccccc2c1=O	2%	-3%	-18%	6%	-13%	·	-5%	-12%
COCCN(C(=O)CSc1nnc(Nc2ccc(C)cc2)s1)c1c(N)n(CC(C)C)c(=O)[nH]c1=O	-8%	2%	-7%	1%	-5%	3%	5%	35%[10 µM]
COc1ccc(-c2noc(CC(=O)N(C)c3cccc(C)c3)n2)cc1	2%[76.3 µM]	·	-20%	0%	-13%	·	·	·
C=CCSc1nnc(CNC(=O)c2ccc(Cl)cc2)n1CC	-11%	5%	-2%	1%	1%	-3%	5%	-18%
CN(Cc1ccccc1)C1=CC(=[N+]2CCCCC2)CC(C)(C)C1	10%	4%	-10%	-6%	·	3%	·	-36%[10 µM]
CCOC(=O)c1ccc(-c2ccc(-c3cc(=O)oc4cc(OC)c(OC)c(OC)c34)cc2)cc1	·	-10%	-19%	14%	?	5%	·	-62%[inhibitor]

Filtered by structure, the entries above containing four or more nitrogen atoms
SMILES	GAA glycogen mod	GLA spleen mod	Tau fluor counter	Tau FP inhib	Tau fibril ThT	aGlu spleen mod	GAA inh	HTT cytoprotect
COCCN(C(=O)CSc1nnc(Nc2ccc(C)cc2)s1)c1c(N)n(CC(C)C)c(=O)[nH]c1=O	-8%	2%	-7%	1%	-5%	3%	5%	35%[10 µM]
C=CCSc1nnc(CNC(=O)c2ccc(Cl)cc2)n1CC	-11%	5%	-2%	1%	1%	-3%	5%	-18%

Continuation:
SMILES	GAA glycogen mod	GLA spleen mod	Tau fluor counter	Tau FP inhib	Tau fibril ThT	aGlu spleen mod	GAA inh	HTT cytoprotect
CCCCn1c(SCC(=O)NC(C)(C)C)nnc1-c1ccco1	-1%	-4%	0%	0%	-1%	-4%	8%	-13%
O=S(=O)(NCc1cccnc1)c1ccc2c(c1)OCCO2	-7%	6%	2%	-1%	5%	1%	2%	20%[10 µM]
CC(OC(=O)COc1ccccc1[N+](=O)[O-])C(=O)Nc1ccc(N2CCOCC2)cc1 (configuration not stated)	0%	7%	-5%	14%	-11%	8%	-4%	-38%[inhibitor]
Cc1cc(C)c2c(=O)c3c(oc2c1)C(=O)N(CCO)C3c1cccc(O)c1 (configuration not stated)	-5%	-1%	0%	-4%	-2%	-8%	9%	-6%
CCN(CC)S(=O)(=O)c1ccc(NC(=O)c2cc(C(=O)OC)cc([N+](=O)[O-])c2)cc1	5%	14%	7%	4%	9%	11%	-3%	11%[10 µM]
CCOC(=O)N1CCN(C(=O)C2CCN(S(=O)(=O)c3c(C)cc(C)cc3C)CC2)CC1	-11%	5%	-15%	-6%	-12%	-10%	-4%	17%[10 µM]
CCC(=O)N1CCc2cc(Br)cc(S(=O)(=O)Nc3ccccc3C(=O)OC)c21	-10%[76.3 µM]	·	-20%	-4%	-16%	·	·	·
COc1ccc(Cl)cc1NC(=O)N1CCC(CN2CCCCCC2)CC1	9%[76.3 µM]	·	-11%	-11%	?	·	·	·
CCc1nc(N2CCOCC2)c(C#N)c2c1CCCC2	0%	-4%	-4%	1%	-12%	-9%	2%	-7%
CCCn1nc2cc(C(=O)NCc3ccccc3OC)ccc2c1OCC	-2%	1%	-5%	-5%	-4%	-2%	3%	16%

Brought forward from above: five entries, then new ones.
SMILES	GAA glycogen mod	GLA spleen mod	Tau fluor counter	Tau FP inhib	Tau fibril ThT	aGlu spleen mod	GAA inh	HTT cytoprotect
CCOC(=O)N1CCN(C(=O)C2CCN(S(=O)(=O)c3c(C)cc(C)cc3C)CC2)CC1	-11%	5%	-15%	-6%	-12%	-10%	-4%	17%[10 µM]
CCC(=O)N1CCc2cc(Br)cc(S(=O)(=O)Nc3ccccc3C(=O)OC)c21	-10%[76.3 µM]	·	-20%	-4%	-16%	·	·	·
COc1ccc(Cl)cc1NC(=O)N1CCC(CN2CCCCCC2)CC1	9%[76.3 µM]	·	-11%	-11%	?	·	·	·
CCc1nc(N2CCOCC2)c(C#N)c2c1CCCC2	0%	-4%	-4%	1%	-12%	-9%	2%	-7%
CCCn1nc2cc(C(=O)NCc3ccccc3OC)ccc2c1OCC	-2%	1%	-5%	-5%	-4%	-2%	3%	16%
CC1(C)C2CCC1(CS(=O)(=O)N1CCCc3ccccc31)C(=O)C2 (configuration not stated)	-1%	-2%	-3%	8%	3%	-22%	-10%	-1%
COc1ccccc1N1CC(C(=O)OC(C)C(=O)N2CCCc3ccccc32)CC1=O (configuration not stated)	3%	11%	1%	3%	-15%	9%	-6%	-2%
CCOC(=O)C1(Cc2cccc(OC)c2)CCN(C(C)COC)CC1 (configuration not stated)	0%	8%	1%	4%	6%	4%	-4%	8%[10 µM]
O=C(O)c1cc(-c2ccccc2)on1	2%	3%	-13%	0%	-15%	2%	-8%	-1%
CC1CCCN(C(=O)c2ccc3nc[nH]c3c2)C1 (configuration not stated)	-3%	-1%	-4%	-2%	-8%	0%	-5%	-4%[10 µM]
Cc1ccc(-n2nc(C(=O)O)cc2-c2ccccc2)cc1	5%	1%	-7%	-3%	-9%	5%	-5%	-3%
CCCCOc1ccccc1Cn1c(=O)sc2ccccc21	7%[76.3 µM]	·	-13%	-4%	-3%	·	·	·
COc1cc(NC(=O)COc2ccc(F)cc2)nc(OC)n1	6%	6%	-4%	2%	-10%	1%	-1%	-7%
Cc1cccc(-n2ncc3c(N4CC(C)CC(C)C4)ncnc32)c1 (configuration not stated)	-8%	-3%	-18%	7%	?	-3%	-6%	-98%[inhibitor]
Cc1cc(C)c2c(N)c(S(=O)(=O)Cc3ccccc3)sc2n1	3%	-1%	-18%	-10%	-18%	0%	1%	-2%
COCCNC(=S)NN=C1CCCCCC1	?	-8%	-1%	0%	-4%	-4%	-4%	-42%[inhibitor]
Oc1ccc(-c2[nH]ncc2-c2ccc(Cl)cc2)c(O)c1	-14%	12%	?	?	-10%	4%	0%	-8%[0.074 µM]
C[C@H](N)CCCP(=O)(O)O	·	8%	-1%	-3%	2%	13%	·	-15%
CC(C)c1ccc(NC(=O)NC2CCCCC2)cc1	5%	-2%	-16%	4%	1%	2%	-2%	-48%[inhibitor]
Cc1cccc(Cn2c(=O)n(CCCC(=O)NCc3ccco3)c(=O)c3ccccc32)c1	-5%	1%	-13%	-11%	?	2%	2%	·
NC(=O)[C@@H]1CCNc2c(I)cc([N+](=O)[O-])cc2C(=O)N[C@@H](CCC(=O)O)C(=O)N[C@@H](CO)C(=O)N1	2%	-3%	-6%	-8%	2%	-2%	3%	·
O=C1CC(c2ccc(Cl)cc2)CC(O)=C1C=NCc1ccc(Cl)c(Cl)c1 (configuration not stated)	-4%	-3%	-10%	-9%	-8%	-22%	1%	-24%
CCSc1ccc(C(=O)NCC(=O)O)cc1	-3%	7%	-7%	-7%	-3%	-15%	-7%	26%[10 µM]
COc1cc(NC(=O)Cc2cccs2)c(C(=O)O)cc1OC	-5%	2%	18%	7%	10%	6%	-2%	·
Cc1nc2ccccn2c1C(=O)N/N=C/c1cc(C)n(-c2ccc(Cl)cc2)c1C	-1%	15%	-12%	-2%	?	-22%	0%	33%[10 µM]
O=C1C2ON(c3ccccc3)C(c3cccnc3)C2C(=O)N1c1ccccc1 (configuration not stated)	-3%	-9%	0%	2%	3%	-18%	2%	7%[10 µM]
CCC(=O)Nc1nnc(Sc2ccc(N(C)C)cc2)s1	5%	-7%	-13%	5%	-12%	0%	-6%	-4%
NC(=S)Nc1cc2ccccc2c2ccccc12	-22%	7%	-18%	1%	-19%	2%	3%	-9%
N#C/C(=C(/O)c1cc2ccccc2o1)c1nc2ccccc2s1	3%	-3%	?	?	6.3µM*	-1%	-3%[15.4 µM]	-3%[10 µM]
CCC(=O)Nc1ccc(C(=O)NNC(=O)c2cc(OC)c(OC)c(OC)c2)cc1	6%	-1%	-4%	1%	-5%	2%	-4%	-22%[10 µM]
CCOC(=O)Cn1c(=O)c2c(nc(N3CCOCC3)n2C)n(C)c1=O	1%	9%	-7%	-10%	-2%	4%	-3%	10%
CC(=O)c1ccccc1NC(=O)Cn1c(=O)cnc2ccccc21	-1%	5%	4%	7%	-2%	8%	7%	15%[10 µM]
CC(C)N(Cc1cnn(C)c1)Cc1nc(-c2ccc(Cl)cc2)no1	9%	-2%	5%	8%	3%	0%	?	24%[10 µM]
Cc1ccc2cc(CN(CC3CCCO3)C(=O)NC3CCCCC3)c(=O)[nH]c2c1C (configuration not stated)	-6%	-6%	-1%	7%	-8%	-8%	-1%	-20%[10 µM]
Cn1c(SCc2ccc(Cl)cc2)nnc1C1CC1	13%	?	-9%	-14%	?	13%	?	?
O=C(CCCCCn1c(=S)[nH]c2cc3c(cc2c1=O)OCO3)N1CCN(C2CCCCC2)CC1	7%	-19%	-10%	8%	-15%	-5%	8%	-12%[0.074 µM]
Cc1ccc2[nH]c(-c3cccc(N)c3)cc2c1	-9%	7%	14µM*[quencher]	?	10µM*	-8%	0%	-26%[0.074 µM]
